Screening results deposited in PubChem by National Center for Advancing Translational Sciences (NCATS).
Tau ThT inhib: blocks human tau fibril formation measured by thioflavin T. P10636. recombinant tau K18 P301L, heparin-induced fibrillization, ThT fluorescence. Potency, µM (titrated, usually from 57.4 µM), without a hit: top-dose activity, negative = inhibition, actives largely listed as inhibitors. actives 2.1% (n = 270,000). AID 1460; also: % is scaled to controls: 0 for no effect and ±100 for the full control effect; nearly all actives have a fitted effect of over 55% in size
Target sequence (P10636 561-689 P618L limits assumed): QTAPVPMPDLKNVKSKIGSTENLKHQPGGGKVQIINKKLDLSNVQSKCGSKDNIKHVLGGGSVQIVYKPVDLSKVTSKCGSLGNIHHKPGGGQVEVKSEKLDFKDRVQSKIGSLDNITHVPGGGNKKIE
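K18 P301L tau (15 uM + 0.24 uM Alexa 594-tagged), heparin 20 uM, NaOAc pH 7, 6 h 37 C; ThT 30 uM, 1 h RT, ex 450/em 510 nm.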
Tau fluor counter: counter-screen for tau fibril formation inhibitors; tau K18 P301L Alexa594 fluorescence, heparin fibrillization; Potency, µM (series often up to 57.7 µM), without a hit: at the top dose activity change, negative = decrease; actives 0.93% (n = 280,000); AID 1463; also: % is scaled to controls: 0 for no effect and ±100 for the full control effect; nearly all actives have a fitted effect of over 55% in size
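Human tau K18 P301L (15 uM unlabeled, 0.24 uM Alexa 594-labeled) in 100 mM sodium acetate pH 7 with 20 uM heparin, 6 hr at 37 C. ThT 30 uM added, 1 hr ambient; Alexa 594 FP and total fluorescence read at 555/632 nm.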
GAA glycogen: GAA glycogen-cleavage inhibition or activation | recombinant GAA, glycogen substrate, Amplex Red glucose oxidase fluorescence | Potency, µM (titrated, usually from 76.4 µM), for inactives: at the highest dose activity change, negative = inhibition, usual class: inhibitors | actives 0.38% (n = 300,000) | AID 2100;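 also: 0% = full enzyme reaction and -100% = no-enzyme basal signal; the screen sought inhibitors and activators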
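Recombinant human enzyme (4 nM); glycogen substrate; 37 C, 40 min, pH 5.0. Readout: coupled glucose oxidase/Amplex Red fluorescence.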
Tau FP inhib: inhibitors of human tau fibril formation. actives 0.39% (n = 280,000). P10636. Potency, µM (highest dose often 57.7 µM), without a hit: top-dose activity, negative = inhibition, hits mostly inhibitors. AID 1468. K18 P301L tau heparin fibrillization, Alexa594 FP, 6 h; also: % is scaled to controls: 0 for no effect and ±100 for the full control effect; nearly all actives have a fitted effect of over 55% in size
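Read-out: fluorescence polarization of Alexa 594-labeled tau (0.24 uM), 555 nm excitation, 632 nm emission. Mixtures held 15 uM unlabeled K18 P301L, compound and 20 uM heparin, pH 7 acetate buffer, incubated 6 hr at 37 C.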
GLA spleen mod: alpha-galactosidase A (human) modulation; P06280; human spleen homogenate, 4MU-alpha-Gal fluorescence, 40 min; Potency, µM (doses to about 80 µM), for inactives: at the highest dose activity change, negative = inhibition, usual class: inhibitors; actives 0.008% (n = 240,000); AID 2107;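 also: 0% = enzyme with vehicle and -100% = no enzyme basal signal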
Target sequence (P06280 32-429 limits assumed): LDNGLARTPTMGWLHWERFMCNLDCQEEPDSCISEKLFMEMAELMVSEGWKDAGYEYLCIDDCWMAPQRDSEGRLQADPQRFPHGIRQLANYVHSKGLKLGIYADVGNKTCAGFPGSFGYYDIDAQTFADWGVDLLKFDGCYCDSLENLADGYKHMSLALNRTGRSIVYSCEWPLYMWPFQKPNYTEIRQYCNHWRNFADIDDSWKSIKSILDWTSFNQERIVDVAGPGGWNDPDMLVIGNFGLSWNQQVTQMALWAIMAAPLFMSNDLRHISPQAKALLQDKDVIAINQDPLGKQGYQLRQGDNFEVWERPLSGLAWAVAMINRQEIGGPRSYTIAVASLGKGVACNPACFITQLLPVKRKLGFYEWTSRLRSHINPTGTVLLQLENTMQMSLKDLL
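Spleen homogenate 1 ug + cpd (titration) + 4-MU-alpha-D-galactopyranoside 1 mM; 37C 40 min; 50 mM citrate/phosphate pH 5.0, 0.01% Tween-20; stop pH 10; fluorescence 365/440; AC50 via Hill.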
aGlu spleen mod: lysosomal alpha-glucosidase (human) modulation; P10253; human spleen homogenate, 4-MU-alpha-glucoside fluorescence; Potency, µM (highest dose often 79.9 µM), inactives show at the highest dose activity change, negative = inhibition, hits mostly inhibitors; actives 0.006% (n = 240,000);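 also: 0% = enzyme with vehicle and -100% = no enzyme basal signal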
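Human spleen homogenate (1 ug) incubated with compounds and 1 mM 4-methylumbelliferyl-alpha-D-glucopyranoside in pH 5.0 citrate/phosphate buffer, 37 C, 40 min. Stopped at pH 10; 4-MU fluorescence (Ex 365/Em 440 nm); AC50 by Hill fit.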
GAA inh: blocks human lysosomal alpha-glucosidase; purified human GAA, 4-MU-alpha-glucoside fluorescence; actives 0.005% (n = 200,000); AID 1466; P10253; Potency, µM (series often up to 76.9 µM), for the others: at the highest dose activity change, negative = inhibition, actives largely listed as inhibitors;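 also: plate controls were uninhibited enzyme wells for no effect and no-enzyme background for full effect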
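Endpoint fluorogenic read: 20 min room-temperature reaction of 4 nM human alpha-glucosidase with 400 uM 4-methylumbelliferyl-alpha-D-pyranoside, pH 5.0, quenched with 1M NaOH/1M glycine pH 10. AC50 from Hill modeling.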
HTT ATP protect: protects HTT-Q103 PC12 cells, measured by ATP; PC12 HTT-Q103 induced, cytoprotection, ATP luminescence, 40 h; Potency, µM (series often up to 56.4 µM), inactives show cytoprotection (ATP increase), actives largely listed as activators; actives 0.14% (n = 230,000); AID 1471;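 also: % of control where 0% means no effect; nearly all actives have a fitted effect of over 45% in size; toxic huntingtin expression switched on by the ecdysone agonist tebufenozide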
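Huntington model: PC12 line, ecdysone-inducible HTTQ103 exon1–GFP, tebufenozide 100 nM. Test articles in a dose series. Endpoint luminescence from cellular ATP.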
An asterisk follows results filed as active; u = inconclusive; x = not tested or not shown; [ ] = dose if it differs, or a comment. Calls follow the shape of the dose curve; as a rule, active = well fitted curve in the direction sought with a large enough effect; inconclusive = small, poorly fitted or top-dose-only effect, or another doubt; inactive = no such curve, though single readings can be large; an effect the other way counts as inactive or inconclusive. Potency is read from the fitted curve at half-maximal effect.

Short forms: A = Tau ThT inhib; B = Tau fluor counter; C = GAA glycogen; D = Tau FP inhib; E = GLA spleen mod; F = aGlu spleen mod; G = GAA inh; H = HTT ATP protect
CC(=O)/C(=N/Nc1ccccc1)Sc1nnc(CCc2ccccc2)n1-c1ccccc1
  A = -7% | B = -9% | C = -2% | D = 10% | E = -4% | F = -4% | G = 3% | H = -10%[10 µM]
Cc1cc(=O)oc2c(CN3CC(C)OC(C)C3)c(O)c(Cl)cc12 (configuration not stated)
  A = 0% | B = 0% | C = -8% | D = -6% | E = u | F = 3% | G = u | H = -42%[inhibitor][1.9 µM]
O=C1NC(=Nc2ccc(Cl)cc2)SC1Cc1cc(Cl)ccc1Cl (configuration not stated)
  A = 18% | B = -4% | C = 14% | D = u | E = u | F = -1% | G = -7% | H = 14%[10 µM]
Cc1noc(-c2ccc(NCc3ccccc3)c([N+](=O)[O-])c2)n1
  A = 4% | B = 5% | C = 4%[76.3 µM] | D = -3% | E = x | F = x | G = x | H = x
Cc1cccc(OCc2ccc(-c3nc(C#N)c(NCCN(C)C)o3)o2)c1
  A = -5% | B = u | C = u | D = u | E = x | F = x | G = x | H = x
C1CCN(CCCNC2C3CC4CC(C3)CC2C4)C1 (configuration not stated)
  A = 7% | B = 2% | C = -2% | D = -3% | E = 7% | F = 5% | G = 0% | H = -8%[10 µM]
CC(NC(=O)C(=O)NN=C1CCCCCC1)c1ccccc1 (configuration not stated)
  A = -6% | B = -2% | C = -9% | D = 3% | E = 4% | F = -13% | G = 3% | H = 8%
COc1ccc(-n2cnc(N)c2C(=O)c2cccc([N+](=O)[O-])c2)cc1
  A = -2% | B = 2% | C = 7% | D = 4% | E = -7% | F = 2% | G = -11% | H = 10%[10 µM]
CCOc1ccc(-n2cnnn2)cc1S(=O)(=O)NCc1ccccc1
  A = -4% | B = 0% | C = -8% | D = -8% | E = -11% | F = -9% | G = -1% | H = -2%
CC(C)(C)c1csc(N(CCC#N)CCC#N)n1
  A = -2% | B = -5% | C = 4% | D = 3% | E = 6% | F = -1% | G = 0% | H = 16%
CCN1CCN(CCCNC(=O)c2cc3c(=O)n(CC)c4ccccc4c3s2)CC1
  A = 4% | B = 3% | C = -12%[76.3 µM] | D = -4% | E = x | F = x | G = x | H = x
CC(=O)Nc1ccc(S(=O)(=O)Nc2cccc3[nH]ncc23)cc1
  A = -6% | B = -14% | C = u | D = -7% | E = 0% | F = x | G = -3% | H = 0%
COc1ccc(OC)c(N(CC(=O)Nc2cccc(C(F)(F)F)c2)S(C)(=O)=O)c1
  A = 0% | B = -18% | C = -7% | D = -1% | E = 4% | F = -4% | G = u | H = -43%[inhibitor]
Clc1ccc(C[n+]2cc(-c3ccccc3)n3c2CCC3)cc1
  A = -2% | B = -5% | C = 3% | D = -1% | E = 4% | F = 7% | G = x | H = 37%[10 µM]
COc1ccccc1N/C(=N/S(=O)(=O)c1ccc(C)cc1)c1ccc(Cl)cc1
  A = -14% | B = -25% | C = -8% | D = 8% | E = 5% | F = -4% | G = -11% | H = -24%
Cc1cccc(C)c1NC(=O)Cn1cnc2c(=O)n(C)c(=O)n(C)c21
  A = -1% | B = 3% | C = 7% | D = 4% | E = 1% | F = 0% | G = 2% | H = -19%
CC(=O)c1ccc(OC(=O)c2ccc(-n3nc(C)cc3C)cc2)cc1
  A = u | B = 2% | C = 4% | D = -2% | E = -4% | F = 3% | G = 0% | H = -13%
O=C(O)C1C2C=CC(C2)C1C(=O)NCCc1ccccc1 (configuration not stated)
  A = -2% | B = 1% | C = 6% | D = 3% | E = 1% | F = 0% | G = -6% | H = -3%
CC1CC(C)CN(CCCNC(=O)c2csc3c2CCCC3)C1 (configuration not stated)
  A = -17% | B = -6% | C = 8% | D = 10% | E = 1% | F = 0% | G = -8% | H = 17%
CC(=O)Nc1ccc2c(c1)nc(CCN1CCN(C)CC1)n2C
  A = -10% | B = -5% | C = 4% | D = 0% | E = -5% | F = -3% | G = -5% | H = 0%[0.074 µM]
Cc1cccc(NCC(=O)N/N=C\c2c[nH]c3ccccc23)c1
  A = u | B = u | C = u | D = u | E = 0% | F = -3% | G = 2% | H = 2%
COCCn1c(SCC(N)=O)nc2c(c1=O)SC(C)C2 (configuration not stated)
  A = -4% | B = -1% | C = 4% | D = 0% | E = -10% | F = -2% | G = -1% | H = 10%[10 µM]
O=C(c1cccs1)N1CCC(c2nc3ccccc3s2)CC1
  A = 1% | B = 3% | C = 3% | D = 15% | E = -8% | F = 0% | G = -24% | H = -3%[10 µM]
Cn1ccc(C(=O)Oc2ccc(C(=O)Nc3ccc(F)cc3F)cc2)n1
  A = -15% | B = -9% | C = 12% | D = -9% | E = 3% | F = x | G = -1% | H = -56%[inhibitor]
COC(=O)c1cc(=O)n(C2CC2)c(=NC2CC2)s1
  A = -2% | B = 7% | C = 3% | D = 0% | E = -9% | F = 1% | G = 0% | H = 0%
CC(=O)NC(C)c1nc2ccccc2n1C(C)C (configuration not stated)
  A = -4% | B = -4% | C = 13% | D = 7% | E = -1% | F = -8% | G = 7% | H = 11%[10 µM]
Cc1c(Br)c([N+](=O)[O-])nn1CC(=O)Nc1sc2c(c1C(=O)OC(C)C)CCCC2
  A = -11% | B = -9% | C = 4% | D = -4% | E = 8% | F = 8% | G = u | H = -13%
Cc1nnc(-c2cnn(C)c2N)n1Cc1ccccc1
  A = -17% | B = -3% | C = 3% | D = -1% | E = 3% | F = 0% | G = -2% | H = -3%
COc1ccc(-n2c(C)c([N+](=O)[O-])c3ccc(O)c(CN4CCCCC4)c32)cc1
  A = u | B = u | C = 13% | D = 13% | E = -9% | F = -10% | G = u | H = -7%
CC(C)(C)NC(=O)CN(C(=O)CCN1CCCc2ccccc21)C(C)(C)C
  A = -1% | B = -8% | C = u | D = 4% | E = -11% | F = 0% | G = -3% | H = 5%
CC(=O)Nc1ccc(S(=O)(=O)Nc2nc3ccccc3nc2Nc2cccc(S(N)(=O)=O)c2)cc1
  A = u | B = -18% | C = -2% | D = 2% | E = 5% | F = 0% | G = x | H = -4%[10 µM]
CCOC(=O)c1nnn(-c2nonc2N)c1-c1ccc(Cl)cc1
  A = 6% | B = -4% | C = -1% | D = 3% | E = 1% | F = -1% | G = -5% | H = -4%
CC(Sc1nnc2ccccn12)C(=O)NCc1ccc2c(c1)OCO2 (configuration not stated)
  A = 5% | B = 1% | C = 7% | D = 1% | E = 12% | F = 5% | G = 1% | H = 6%
O=C(O)COc1ccccc1/C=N/NC(=O)COc1ccc(-c2ccccc2)cc1
  A = x | B = -8% | C = 2% | D = -11% | E = 1% | F = -10% | G = x | H = -5%[10 µM]
CCOc1ccc(Cc2nnc(SCC(=O)c3ccc(OC)cc3)o2)cc1
  A = -11% | B = -22% | C = -8% | D = -4% | E = 2% | F = -5% | G = -14% | H = 18%
O=C(NC(=S)NNC(=O)c1ccccc1O)c1cccnc1
  A = -12% | B = 1% | C = 22% | D = -2% | E = -5% | F = -2% | G = 2% | H = x
CC(C)NS(=O)(=O)c1ccc(OCC(=O)NCCC2=CCCCC2)cc1
  A = -14% | B = -18% | C = 0% | D = -4% | E = -2% | F = -7% | G = -3% | H = 4%
CCS(=O)(=O)N1CCC(NC(C)=O)(c2ccccc2)CC1
  A = -2% | B = 1% | C = 5% | D = 6% | E = 2% | F = 6% | G = -3% | H = 38%
CC(=O)c1cccc(NC(=O)N2C3CCC2CC(NC(=O)Nc2ccccc2)C3)c1 (configuration not stated)
  A = 1% | B = -4% | C = -2% | D = 1% | E = 8% | F = -7% | G = 6% | H = 0%[10 µM]
O=C1CC(C(=O)Nc2ncccn2)C(c2ccccc2)O1 (configuration not stated)
  A = 2% | B = 2% | C = -16% | D = 0% | E = 8% | F = 11% | G = -10% | H = 15%[10 µM]
CCOc1ccccc1C(=O)NC1CC2CCCC(C1)N2C1CC1 (configuration not stated)
  A = -5% | B = 3% | C = 7% | D = 5% | E = -1% | F = -3% | G = 2% | H = -2%
COc1ccc(CC(=O)N2CC(C)CC(C)C2)cc1OC (configuration not stated)
  A = -18% | B = -5% | C = 2% | D = 7% | E = 4% | F = 1% | G = 1% | H = 14%
CNC(=S)NC1(C)CCS(=O)(=O)C1 (configuration not stated)
  A = -3% | B = 2% | C = -7% | D = 2% | E = 1% | F = -2% | G = x | H = 8%[10 µM]
CN(c1ccccc1C(=O)N1CCN(Cc2ccc3c(c2)OCO3)CC1)S(C)(=O)=O
  A = -6% | B = -3% | C = 8% | D = -5% | E = 7% | F = 6% | G = 0% | H = -29%

In the list so far, three have an aryl thioether with sulfur outside any ring.
Short forms: A = Tau ThT inhib; B = Tau fluor counter; C = GAA glycogen; D = Tau FP inhib; E = GLA spleen mod; F = aGlu spleen mod; G = GAA inh; H = HTT ATP protect
COCCn1c(SCC(N)=O)nc2c(c1=O)SC(C)C2 (configuration not stated)
  A = -4% | B = -1% | C = 4% | D = 0% | E = -10% | F = -2% | G = -1% | H = 10%[10 µM]
CC(Sc1nnc2ccccn12)C(=O)NCc1ccc2c(c1)OCO2 (configuration not stated)
  A = 5% | B = 1% | C = 7% | D = 1% | E = 12% | F = 5% | G = 1% | H = 6%
CCOc1ccc(Cc2nnc(SCC(=O)c3ccc(OC)cc3)o2)cc1
  A = -11% | B = -22% | C = -8% | D = -4% | E = 2% | F = -5% | G = -14% | H = 18%

Limited to Tau fluor counter and GLA spleen mod, for some of the entries so far:
| SMILES | Tau fluor counter | GLA spleen mod |
| --- | --- | --- |
| CC(=O)Nc1ccc(S(=O)(=O)Nc2nc3ccccc3nc2Nc2cccc(S(N)(=O)=O)c2)cc1 | -18% | 5% |
| CCOC(=O)c1nnn(-c2nonc2N)c1-c1ccc(Cl)cc1 | -4% | 1% |
| CC(Sc1nnc2ccccn12)C(=O)NCc1ccc2c(c1)OCO2 (configuration not stated) | 1% | 12% |
